Source: PubChem BioAssay
MITF inh: MITF inhibitors, primary screen, biochemical, AlphaScreen, human | Microphthalmia-associated transcription factor (Homo sapiens), O75030 | AlphaScreen MITF homodimerization, bead proximity signal | inhibition, % at 2.6 µM | 650,000 compounds, 0.91% hits; in the data active = inhibition above about 50%;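 also: 0% = vehicle wells with protein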
Target sequence (O75030 whole entry, looked up): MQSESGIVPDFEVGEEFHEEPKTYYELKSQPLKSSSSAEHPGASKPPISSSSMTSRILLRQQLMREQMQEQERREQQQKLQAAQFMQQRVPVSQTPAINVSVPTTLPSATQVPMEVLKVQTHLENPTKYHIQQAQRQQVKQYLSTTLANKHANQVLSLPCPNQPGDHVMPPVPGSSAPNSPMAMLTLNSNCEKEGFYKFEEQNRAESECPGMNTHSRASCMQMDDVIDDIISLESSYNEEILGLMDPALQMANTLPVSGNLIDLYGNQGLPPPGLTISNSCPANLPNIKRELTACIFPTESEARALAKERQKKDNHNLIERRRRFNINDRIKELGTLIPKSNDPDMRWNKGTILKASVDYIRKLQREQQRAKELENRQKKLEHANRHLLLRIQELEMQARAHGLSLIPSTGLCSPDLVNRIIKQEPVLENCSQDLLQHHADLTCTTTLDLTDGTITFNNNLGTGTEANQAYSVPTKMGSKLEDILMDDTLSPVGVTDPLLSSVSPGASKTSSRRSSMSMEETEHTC
TEAD-YAP inh: TEAD-YAP interaction inhibition, primary screen, TEAD-YAP interaction inhibitor project, luminescence, HEK-TIYL cells | TEAD-Gal4/YAP UAS-luciferase luminescence | inhibition, % at 9.12 µM | 640,000 compounds, 1.4% hits | AID 1259422, 2018; in the data active = inhibition above about 32%;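 also: 0% = median of test compound wells and 100% = reference inhibitor wells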
GPR151 ag: activators of human GPR151, primary screen, cell-based, PathHunter beta-arrestin, luminescence; 650,000 compounds, 1% hits; PathHunter beta-arrestin GPR151 cells; activation, % at 11.2 µM; G-protein coupled receptor 151 (Homo sapiens), Q8TDV0; AID 1508602, 2020; in the data active = activation above about 4.9%;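 also: 0% = median of compound wells and 100% = cells with positive control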
Target sequence (Q8TDV0 whole entry, looked up): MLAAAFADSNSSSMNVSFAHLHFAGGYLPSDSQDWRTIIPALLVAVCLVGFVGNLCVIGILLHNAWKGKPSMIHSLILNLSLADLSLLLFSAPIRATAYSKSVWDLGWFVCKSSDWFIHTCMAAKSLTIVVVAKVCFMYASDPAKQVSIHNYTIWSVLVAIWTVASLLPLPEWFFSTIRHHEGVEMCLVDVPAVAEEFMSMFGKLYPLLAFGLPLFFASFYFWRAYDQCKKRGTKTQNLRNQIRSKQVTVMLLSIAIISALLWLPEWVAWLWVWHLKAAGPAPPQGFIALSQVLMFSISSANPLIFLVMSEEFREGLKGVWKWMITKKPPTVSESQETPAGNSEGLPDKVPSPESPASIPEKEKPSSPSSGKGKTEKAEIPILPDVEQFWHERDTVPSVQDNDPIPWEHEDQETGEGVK
FBW7 act: FBW7 E3 ligase activators, primary screen, biochemical, AlphaScreen, human | AlphaScreen FBW7–phospho-cyclin E peptide binding, activator screen | normalized activity (activation), % at 26.1 µM | AID 1259310, 2017 | 650,000 compounds, 0.13% hits | F-box/WD repeat-containing protein 7 (Homo sapiens), Q969H0; in the data active = normalized activity above about 1.9%;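 also: purified mutant Fbw7 with reduced substrate affinity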
Numbers without * were called inactive.

#1 COc1ccc(CC(=O)Nc2cccc([N+](=O)[O-])c2)cc1
#2 CN(C)c1cccc2c(S(=O)(=O)N3CCCC3)cccc12
#3 COc1ccc(S(=O)(=O)NCCSC(C)(C)C)cc1OC
#4 COCCOC(=O)C1=C(C)NC(=O)NC1c1c(OC)ccc2ccccc12 (configuration not stated)
#5 CN1C(=O)/C(=C/c2ccccc2Cl)Sc2ccc(C(=O)N3CCCC3)cc21
#6 CCCCNC(=O)NC1C(NC(=O)NCCCC)N(C)C(=O)N1C (configuration not stated)
#7 O=[N+]([O-])c1nn(-c2ccc(Cl)cc2)n(O)c1=NCc1ccco1
#8 COc1ccccc1CN(C)S(=O)(=O)c1cccc(C(C)=O)c1
screen / no.	1	2	3	4	5	6	7	8
MITF inh	12	-12	-3	10	-24	-3	18	8
TEAD-YAP inh	-23	-3	-5	-1	-3	9	-17	-4
GPR151 ag	0.2	1.6	-1.1	-1.2	-1.0	-1.2	-0.3	-1.2
FBW7 act	0.0	0.6	0.3	0.6	-0.2	-0.2	-0.4	0.0

#9 O=C1CC(c2nc3ccccc3[nH]2)CN1c1ccccc1F (configuration not stated)
#10 CCOC(=O)c1cnc2ccc(C(=O)OC)cc2c1NCCN(C)C
#11 Cc1cccc(Cn2c(N3CCN(Cc4ccccc4)CC3)nc3c2c(=O)[nH]c(=O)n3C)c1
#12 O=C1c2cccc3cc([N+](=O)[O-])cc(c23)C(=O)N1c1ccccc1O
#13 CC1CCC(NC(=O)c2ccc(-n3c(=S)[nH]c4ccccc4c3=O)cc2)CC1 (configuration not stated)
#14 Cc1cc2nc3s/c(=C/c4cn(Cc5ccc(Cl)c(Cl)c5)nc4-c4ccccc4)c(=O)n3c2cc1C
#15 N/C(=N\OC(=O)c1ccccc1[N+](=O)[O-])c1ccc(Cl)cc1
#16 Cc1c(Cl)cccc1NC(=O)c1cc(-c2cccc(Br)c2)nc2ccccc12
screen / no.	9	10	11	12	13	14	15	16
MITF inh	4	0	11	-3	22	12	2	1
TEAD-YAP inh	10	-6	-3	-1	-8	-2	-84	-1
GPR151 ag	-1.0	0.1	-0.4	-0.4	-0.8	1.3	4.7	0.4
FBW7 act	0.0	0.0	0.3	0.2	0.4	0.7	-0.1	0.0

#17 CS(=O)(=O)N(CC(=O)Nc1ccc(F)cc1F)c1ccc(OCc2ccccc2)cc1
#18 O=C(COC(=O)c1cccnc1Cl)NC1CCCC1
#19 CCOC(=O)c1sc(NC(=O)CSc2nnc(CNC(=O)COc3ccccc3)n2CCc2ccccc2)c(C(=O)OCC)c1C
#20 COc1ccc(S(=O)(=O)NCCCOC(C)C)cc1I
#21 COc1ccc(-n2cc(C(=O)NCCC3=CCCCC3)c3ccccc3c2=O)cc1
#22 COc1cc(C(c2c[nH]c3ccccc23)c2c[nH]c3ccccc23)cc(OC)c1O
#23 COc1ccc(CSc2nnc(-c3ccccc3)n2C)cc1
#24 O=C1CC(N2CCN(Cc3ccccc3)CC2)C(=O)N1c1cccc(Cl)c1 (configuration not stated)
screen / no.	17	18	19	20	21	22	23	24
MITF inh	20	-2	-26	11	-5	-9	4	1
TEAD-YAP inh	15	1	-7	15	3	-8	2	1
GPR151 ag	-0.1	-0.9	-0.9	-0.4	1.5	0.5	0.3	-0.8
FBW7 act	0.8	0.0	0.2	0.0	-0.1	-0.1	0.7	-0.1

#25 Fc1ccc(-c2cc(-c3nc(-c4ccncc4)no3)c3ccccc3n2)cc1
#26 N#CCc1ccc(N2CC(O)=C(c3ccccc3)C2=N)cc1
#27 CC1CCN(C(=O)CSc2nc3ccsc3c(=O)n2Cc2ccccc2)CC1
#28 CCCCOC(=O)C1=C(C)Nc2nnnn2C1c1ccc(Br)cc1 (configuration not stated)
#29 O=C(Nc1ccc(F)cc1F)C(Cc1ccccc1)N1C(=O)c2ccccc2C1=O (configuration not stated)
#30 O=C(N/C(=C\c1ccco1)C(=O)N1CCOCC1)c1ccccc1
#31 COc1ccc(/C=N/NC(=O)CNS(=O)(=O)c2ccc(C)cc2)cc1
#32 COc1cc(NC(=O)NCC(c2ccc3c(c2)CCN3C)N2CCOCC2)cc(OC)c1 (configuration not stated)
screen / no.	25	26	27	28	29	30	31	32
MITF inh	-8	-13	-5	3	6	1	16	7
TEAD-YAP inh	-12	4	3	1	-2	0	1	-14
GPR151 ag	1.6	-1.0	0.7	0.2	-0.7	2.1	0.3	3.8
FBW7 act	0.0	0.0	0.0	0.0	-0.1	-0.1	0.1	-0.5

Arranged by SMILES length (high to low): 16 of the compounds above.
#14 Cc1cc2nc3s/c(=C/c4cn(Cc5ccc(Cl)c(Cl)c5)nc4-c4ccccc4)c(=O)n3c2cc1C
#11 Cc1cccc(Cn2c(N3CCN(Cc4ccccc4)CC3)nc3c2c(=O)[nH]c(=O)n3C)c1
#32 COc1cc(NC(=O)NCC(c2ccc3c(c2)CCN3C)N2CCOCC2)cc(OC)c1 (configuration not stated)
#12 O=C1c2cccc3cc([N+](=O)[O-])cc(c23)C(=O)N1c1ccccc1O
#5 CN1C(=O)/C(=C/c2ccccc2Cl)Sc2ccc(C(=O)N3CCCC3)cc21
#16 Cc1c(Cl)cccc1NC(=O)c1cc(-c2cccc(Br)c2)nc2ccccc12
#25 Fc1ccc(-c2cc(-c3nc(-c4ccncc4)no3)c3ccccc3n2)cc1
#24 O=C1CC(N2CCN(Cc3ccccc3)CC2)C(=O)N1c1cccc(Cl)c1 (configuration not stated)
#4 COCCOC(=O)C1=C(C)NC(=O)NC1c1c(OC)ccc2ccccc12 (configuration not stated)
#30 O=C(N/C(=C\c1ccco1)C(=O)N1CCOCC1)c1ccccc1
screen / no.	14	11	32	12	5	16	25	24	4	30
MITF inh	12	11	7	-3	-24	1	-8	1	10	1
TEAD-YAP inh	-2	-3	-14	-1	-3	-1	-12	1	-1	0
GPR151 ag	1.3	-0.4	3.8	-0.4	-1.0	0.4	1.6	-0.8	-1.2	2.1
FBW7 act	0.7	0.3	-0.5	0.2	-0.2	0.0	0.0	-0.1	0.6	-0.1

#8 COc1ccccc1CN(C)S(=O)(=O)c1cccc(C(C)=O)c1
#6 CCCCNC(=O)NC1C(NC(=O)NCCCC)N(C)C(=O)N1C (configuration not stated)
#2 CN(C)c1cccc2c(S(=O)(=O)N3CCCC3)cccc12
#9 O=C1CC(c2nc3ccccc3[nH]2)CN1c1ccccc1F (configuration not stated)
#3 COc1ccc(S(=O)(=O)NCCSC(C)(C)C)cc1OC
#18 O=C(COC(=O)c1cccnc1Cl)NC1CCCC1
screen / no.	8	6	2	9	3	18
MITF inh	8	-3	-12	4	-3	-2
TEAD-YAP inh	-4	9	-3	10	-5	1
GPR151 ag	-1.2	-1.2	1.6	-1.0	-1.1	-0.9
FBW7 act	0.0	-0.2	0.6	0.0	0.3	0.0

Going on with the list.
#33 COC(=O)CCC(=O)N1CCC2(CC1)CC2C(=O)Nc1ccc(SC)cc1 (configuration not stated)
#34 Cc1ccc(N=Cc2cccc(O)c2O)cc1[N+](=O)[O-]
#35 O=C(O)c1ccc(COc2ccc3ccc(=O)oc3c2)cc1
#36 COC(=O)c1cccc(NC(=S)NC(C)C)c1
#37 Cn1c(=O)c2c(NC(=O)c3c(F)cccc3F)ccnc2n(C)c1=O
#38 CCC(c1nnnn1C1CCCC1)N1CCN(c2ccc(F)cc2)CC1 (configuration not stated)
#39 Brc1ccc(-c2csc(=NCc3ccccc3)n2-c2ccccc2)cc1
#40 COc1ccccc1Cc1nnc(C(=O)NCc2ccco2)o1
screen / no.	33	34	35	36	37	38	39	40
MITF inh	3	5	-1	10	6	16	7	-3
TEAD-YAP inh	0	6	-1	1	1	-2	2	1
GPR151 ag	0.2	0.3	0.9	1.7	10*	-1.2	0.3	0.1
FBW7 act	-0.1	-0.1	-0.1	0.2	0.2	0.0	0.1	-0.1

#41 CCOC(=O)c1c(C)n(-c2ccccc2)c2ccc(OC(=O)c3ccc(Cl)c([N+](=O)[O-])c3)cc12
#42 CCOc1cccc(C2NC(=O)NC(C)=C2C(=O)OCCc2ccccc2)c1 (configuration not stated)
#43 C/C(=N\NC(=O)CSCc1ccccc1Br)c1cccc([N+](=O)[O-])c1
#44 COC(=O)/C(C#N)=C/c1c(Oc2ccc(OC)cc2)nc2ccccn2c1=O
#45 O=C(CCC(=O)Nc1ccc(Cl)cc1)N/N=C/c1ccccc1
#46 COc1ccccc1/C=C/C1=NC(=C\c2ccc(OC(C)=O)c(OC)c2)/C(=O)O1
#47 COC(=O)C1=CN(CC2CCCO2)C=C(C(=O)OC)C1c1ccc(OC)c(OC)c1 (configuration not stated)
#48 CC12C(=O)N(n3cnnc3)C(=O)C1C1C=CC2C1 (configuration not stated)
screen / no.	41	42	43	44	45	46	47	48
MITF inh	10	-6	-11	12	-4	-12	-3	7
TEAD-YAP inh	2	-8	11	-2	2	-4	0	5
GPR151 ag	0.4	-0.6	0.1	0.1	0.0	-0.9	2.1	-0.1
FBW7 act	0.0	-0.3	-0.1	-0.1	1.0	0.1	0.1	0.2

Compounds from the list above that contain a thiophene ring, fused or not:
#19 CCOC(=O)c1sc(NC(=O)CSc2nnc(CNC(=O)COc3ccccc3)n2CCc2ccccc2)c(C(=O)OCC)c1C
#27 CC1CCN(C(=O)CSc2nc3ccsc3c(=O)n2Cc2ccccc2)CC1
screen / no.	19	27
MITF inh	-26	-5
TEAD-YAP inh	-7	3
GPR151 ag	-0.9	0.7
FBW7 act	0.2	0.0

Additional records follow:
#49 COc1ccc(Nc2ncccc2C(=O)O)cc1
#50 Cc1c(C(=O)Nc2ccc(Oc3ccccc3)cc2)sc2ncn(CC(=O)N3CCN(c4ccccn4)CC3)c(=O)c12
#51 CCOc1ccc(NC(=O)CN2CCN(CC(=O)Nc3ccccc3Cl)CC2)cc1
#52 CCc1nnc(NS(=O)(=O)c2ccc(NS(=O)(=O)c3ccc(C)cc3)cc2)s1
#53 COC(=O)C1CCCCN1S(=O)(=O)c1ccc(C)cc1 (configuration not stated)
#54 Cc1ccn2cc(CNS(=O)(=O)c3ccc(Oc4ccccc4)cc3)nc2c1
#55 CC(C)CCNC(=O)CC(C)CC1=NS(=O)(=O)c2ccccc2N1 (configuration not stated)
#56 CCc1ccc(NC(=O)C2CCCCC2C(=O)O)cc1 (configuration not stated)
screen / no.	49	50	51	52	53	54	55	56
MITF inh	12	4	-2	6	-35	2	14	24
TEAD-YAP inh	-30	17	12	0	9	1	-5	7
GPR151 ag	-6.0	-0.8	1.3	-0.7	0.8	1.0	-1.7	-0.9
FBW7 act	1.2	0.2	0.0	0.1	-0.3	0.4	1.1	0.0

#57 O=C(OCC(=O)c1cccs1)c1ccco1
#58 NC1=NC(=O)/C(=C/c2ccc(-c3cccc(Cl)c3)o2)S1
#59 O=C(O)CC(O)(CC(=O)O)C(=O)O
#60 COC(C(=O)N1CCC(CCC(=O)Nc2ccccc2)CC1)c1ccccc1 (configuration not stated)
#61 O=C(c1ccco1)N1C2C=CC(C2)C1(C(F)(F)F)C(F)(F)F (configuration not stated)
#62 Cc1cccc(C)c1NC(=O)C1CCN(c2c(C)c(C)nc3ncnn23)CC1
#63 CC(=O)Nc1nc2cc3c(cc2s1)OCO3
#64 COc1ccccc1CNc1c([N+](=O)[O-])cc(C(=O)O)cc1[N+](=O)[O-]
screen / no.	57	58	59	60	61	62	63	64
MITF inh	-2	-5	-12	16	-5	9	-11	7
TEAD-YAP inh	2	-6	-2	-30	-11	1	-37	-1
GPR151 ag	-1.3	0.4	-0.7	2.1	0.9	0.4	-6.0	2.2
FBW7 act	-0.1	0.0	0.0	-0.1	-0.2	0.1	-0.2	0.0

#65 COc1ccccc1NC(=S)N(Cc1ccc(Cl)cc1)Cc1ccc(C(=O)O)cc1
#66 Cc1ccc2nc(SC/C=C/c3ccccc3)nc(=O)n2c1
#67 O=c1c2cc(N3CCOCC3)ccc2nc(SCc2ccccc2F)n1Cc1ccccc1
#68 CC1CC2C3CCC4=CC(=O)C=CC4(C)[C@@]3(Cl)C(O)CC2(C)C1(O)C(=O)CO (some centres not stated)
#69 CCCCC1CCC(c2ccc(-c3ccc(C4CCC(CC)CC4)cc3)nc2)CC1 (configuration not stated)
#70 COc1cc2c3c(cccc3c1)C(=O)N(O)C2=O
#71 CC(C)Cc1nnc(NC(=O)c2c(O)c3ccccc3[nH]c2=O)s1
#72 O=C1N[C@@H](Cc2cnc[nH]2)C(=O)N2CCN(Cc3cnn(-c4ccccc4Cl)c3)C[C@H]12
screen / no.	65	66	67	68	69	70	71	72
MITF inh	16	0	13	-4	15	-2	-23	2
TEAD-YAP inh	12	9	-6	-17	2	10	6	2
GPR151 ag	0.9	0.0	0.1	0.2	1.7	-0.1	0.7	0.1
FBW7 act	0.6	0.1	0.0	-0.1	0.0	-0.1	0.1	0.0
